Source: PubChem (National Center for Advancing Translational Sciences (NCATS))
PNC assembly inh: High Content Assay for Compounds that inhibit the Assembly of the Perinucleolar Compartment. PC3M PTB-GFP, PNC prevalence imaging, 16 h; active compounds read low. activity change (PNC), negative = inhibition, % at 10 µM. 140,000 compounds, 3.1% hits;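 active means readout at or below -70, meaning at least 70% loss of cells showing the perinucleolar compartment, a nuclear body marking cancer cells; inconclusive means readout between -30 and a set limit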;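 further: plate controls were DMSO wells for no effect and camptothecin positive control wells for full effect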
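PC3M cells stably expressing PTB-GFP, 750–1000 cells/well, treated 16 h at 37 °C with compound (23 nl of library stock), in duplicate. After paraformaldehyde fixation and Hoechst stain, imaged at 20x; PNC prevalence scored by image analysis.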
ALOX12 inhib: qHTS Assay for Inhibitors of 12-hLO (12-human lipoxygenase) | purified 12-hLO, xylenol orange hydroperoxide absorbance | 150,000 compounds, 0.12% hits | Potency, µM (series often up to 57.1 µM), without a hit: at the top dose activity change, negative = inhibition, actives largely listed as inhibitors; further: potency means the concentration at half of the fitted maximal effect; nearly all actives have a fitted effect of over 55% in size; many of its hits are not listed in these tables
Target sequence (P18054 whole entry, looked up): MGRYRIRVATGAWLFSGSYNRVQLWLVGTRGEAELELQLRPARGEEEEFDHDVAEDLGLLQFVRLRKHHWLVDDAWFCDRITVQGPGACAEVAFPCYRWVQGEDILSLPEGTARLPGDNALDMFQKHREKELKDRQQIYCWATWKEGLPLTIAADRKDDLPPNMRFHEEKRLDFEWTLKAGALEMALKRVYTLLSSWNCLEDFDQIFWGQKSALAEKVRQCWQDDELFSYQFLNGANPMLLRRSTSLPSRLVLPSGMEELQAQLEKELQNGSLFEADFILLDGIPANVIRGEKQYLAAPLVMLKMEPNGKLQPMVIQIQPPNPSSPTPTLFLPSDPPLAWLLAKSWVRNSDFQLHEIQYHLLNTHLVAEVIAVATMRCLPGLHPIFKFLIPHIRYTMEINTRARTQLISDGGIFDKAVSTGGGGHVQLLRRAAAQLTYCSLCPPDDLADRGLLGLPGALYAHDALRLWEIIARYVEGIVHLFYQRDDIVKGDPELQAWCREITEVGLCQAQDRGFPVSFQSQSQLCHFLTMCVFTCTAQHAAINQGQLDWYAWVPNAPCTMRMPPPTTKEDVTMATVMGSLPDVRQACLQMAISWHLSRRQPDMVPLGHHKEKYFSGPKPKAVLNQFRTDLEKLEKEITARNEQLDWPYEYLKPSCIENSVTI
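Purified human 12hLO (150 nM), preincubated 15 min with compound, then 40 uM arachidonic acid for 30 min, room temperature, Hepes pH 7.0 with 0.01% Triton X-100. Hydroperoxide detected by ferrous iron/xylenol orange; 573/405 nm absorbance ratio gives reaction progress.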
ALOX15B inhib: qHTS Assay for Inhibitors of 15-hLO-2 (15-human lipoxygenase 2); Polyunsaturated fatty acid lipoxygenase ALOX15B (Homo sapiens), O15296; purified 15hLO-2, xylenol orange hydroperoxide absorbance; Potency, µM (top dose mostly 57.1 µM), for inactives: at the highest dose activity change, negative = inhibition, hits mostly inhibitors; 110,000 compounds, 0.56% hits; further: potency means the concentration at half of the fitted maximal effect; nearly all actives have a fitted effect of over 60% in size; many of its hits are not listed in these tables
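Read-out: hydroperoxide product oxidises ferrous iron, measured as xylenol orange complex via the 573-to-405 nm absorbance ratio after 30 min. Reaction: 50 nM enzyme, 15 min compound preincubation, 45 uM arachidonic acid, 90 min RT, Hepes pH 7.5 with Triton X-100.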
IMPase cell inh: qHTS Assay for Identifying the Cell-Membrane Permeable IMPase Inhibitors; CHO-M1 cells, IP1 accumulation, HTRF TR-FRET ratio; inhibition (IP1 accumulation), % at 46.1 µM; Inositol monophosphatase 1 (Rattus norvegicus), P97697; 120,000 tested, under 10 active; AID 901, 2007; active means well fitted curve in the direction sought with a large enough effect in the signal ratio, not every such curve was filed as active; inconclusive means small, poorly fitted or top-dose-only effect, or a change in a side signal; inactive means no such curve, though single readings can be large or run the other way; the % refers to the signal ratio;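 further: cells stimulated with carbachol in lithium chloride buffer; plate controls were DMSO basal wells for no effect and reference inhibitor wells for full effect; higher means more IMPase inhibition seen as more IP1 and lower FRET ratio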
Target sequence (P97697 whole entry, looked up): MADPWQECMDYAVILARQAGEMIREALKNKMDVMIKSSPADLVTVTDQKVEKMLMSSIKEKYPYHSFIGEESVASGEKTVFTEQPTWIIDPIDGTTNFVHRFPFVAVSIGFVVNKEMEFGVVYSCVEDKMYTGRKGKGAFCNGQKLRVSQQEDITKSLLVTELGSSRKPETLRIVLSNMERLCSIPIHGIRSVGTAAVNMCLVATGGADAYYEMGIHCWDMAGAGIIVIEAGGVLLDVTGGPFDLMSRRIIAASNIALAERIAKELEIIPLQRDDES
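In this qHTS, compounds (final up to 46 uM) act on CHO-M1 cells that are then activated through the M1 receptor with carbachol, in pH 7.4 buffer containing 50 mM LiCl, for 30 min. IP1 accumulation is quantified by the IP-One immunoassay.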
Starred values were filed as active, the others as inactive; u = inconclusive; x = no result given; & = joins results of further samples; [ ] = another dose, or the depositor's remark. Unless noted, the call rests on the fitted dose curve; in most records, active means well fitted curve in the direction sought with a large enough effect; inconclusive means small, poorly fitted or top-dose-only effect, or another doubt; inactive means no such curve, though single readings can be large; an effect the other way counts as inactive or inconclusive. Unless noted, on the % scale 0 is the no-effect control and ±100 the full control effect.

SMILES | PNC assembly inh | ALOX12 inhib | ALOX15B inhib | IMPase cell inh
NC(N)=NCc1cccc(I)c1 | x | 5% | 8% | 3
Cc1ccccc1N1CCN(C(=O)c2ccc(Oc3ccc(C(F)(F)F)cn3)cc2)CC1 | -12 | 0% | -9%[11.4 µM] | -7[1.84 µM]
CCCCn1c(SC(C)C(N)=O)nc2cc(C(=O)OC)ccc2c1=O (stereo not drawn) | -1 | 6% | -2% | 3
O=C1C2C3C=CC(C3)C2C(=O)N1CCN1CCN(S(=O)(=O)c2ccc3ccccc3c2)CC1 (stereo not drawn) | u | -7% | 2% | 0
CSc1[nH]c(=O)c(C(=O)O)cc1C#N | 3 | -17% | -1% | u
CCN(CCNC(=O)C1CCN(S(C)(=O)=O)CC1)c1ccccc1 | -17 | -2% | -2% | -6
Cc1ccc(N2CCN(C(=O)N3CCCC3)CC2)cc1C | 26 | 2% | -1% | -15
C=CCSc1nc(=O)n2cccc(C)c2n1 | 4 | 0% | 2% | -2
c1ccc2c(c1)CCCC2C1=NCCN1 (stereo not drawn) | 18 | -12%&1% | 4% | x
COc1cccc(NC=C2C(=O)OC(C)(C)OC2=O)c1 | -17 | 3% | -1% | -1
CCOC(=O)N/N=C/c1ccc(OCCSc2ccc(Cl)cc2)c(OC)c1 | -4 | -2% | x | x
Cc1ccc(S(=O)(=O)/N=C(\c2ccccc2)N(C)S(=O)(=O)c2ccc(C)cc2)cc1 | 104 | -1% | -24% | 9
CC1(C)OC(=O)C(=CNc2cccc(C(=O)O)c2)C(=O)O1 | 89 | 5% | -21% | 2
N#CCCn1c(=O)c(-c2cccs2)nc2cnc(N3CCNCC3)nc21 | x | 0% | 16% | x
C=CCn1c(SCC(=O)Nc2ccccc2OC)nnc1-c1ccccn1 | 75 | 1% | x | 3
CCc1ccc2c(c1)c(N=NC1=NC(=O)CS1)c(O)n2C | 5 | -3% | -6% | 8
O=C(CSc1ncn[nH]1)Nc1cccc2ccccc12 | -5 | -1% | 1% | 0
C1=C(CCNCC2CC2)CCCC1 | -3 | 4% | 16% | -1
c1ccc(OCCCc2nc(-c3ccncc3)no2)cc1 | -2 | -4% | 7% | 3
CC(C)CN1C(=O)c2ccc(NC(=O)c3ccccc3F)cc2C1=O | -12 | 4% | 1% | -6
CC1(C)C=Cc2c(cc3occ(-c4ccc5c(c4)OCO5)c(=O)c3c2O)O1 | x | -1% | -3% | x
Cc1ccc(SCC(=O)OCn2nnc3ccccc3c2=O)cc1C | u | 1% | x | x
S=C(Nc1cccc(Cl)c1)N1CCOCC1 | u | 0% | -3% | -2
OCCN1CCN(CCOc2ccccc2-c2ccccc2)CC1 | -1 | 16% | x | x
CCCCCCC=O | x | -1% | 3% | x
(continued)
SMILES | PNC assembly inh | ALOX12 inhib | ALOX15B inhib | IMPase cell inh
O=C(Cn1nnc(-c2ccccc2NC(=O)c2ccco2)n1)NC1CCCCC1 | 27 | 6% | -14% | -8
Cc1ccc(C)c(NC(=O)COC(=O)c2cccc3c2C(=O)c2ccccc2C3=O)c1 | 17 | 1% | x | x
CN1CCN(c2ccc(Cl)cc2NC(=O)c2ccc(S(=O)(=O)N3CCCCCC3)cc2)CC1 | -4 | -3% | 9% | -1
O=C(CSc1nnc(Cc2ccccc2)o1)NC1CC2CCC1C2 (stereo not drawn) | u | 1% | 5%[2.29 µM] | 5
O=C(Oc1ccccc1)c1cccc(N2C(=O)CCC2=O)c1 | u | -2% | -6% | 8
Cc1ccc(/C=C/c2ccc(=O)n(Cc3ccc(Cl)cc3Cl)n2)cc1 | 33 | -7% | 32%[activator] | 1
CCCC12CN3CC(C)(CN(C1)C31CCCCC1)C2=O | 28 | 7% | -1% | 3
CCCn1c(Cc2ccccc2)nnc1SCC(=O)N1CCOCC1 | u | 4% | 1% | -4
CCOC(=O)NC1(C(F)(F)F)NC(=O)N(Cc2ccco2)C1=O (stereo not drawn) | -4 | 4% | 2% | -3
COc1ccc(/C=N/Nc2nc(Nc3ccccc3)nc(N3CCCCC3)n2)cc1OC | 45 | 4% | 53%[activator] | 7
CCn1c(SCC(=O)C(C)(C)C)nnc1-c1cnccn1 | -100* | 1% | x | -1
CCOc1ccc(NC(=O)CCSc2ccc3ccccc3n2)cc1 | -25 | 8% | x | -26
C/C(=N\Nc1nc(-c2ccc(C)cc2)nc2ccccc12)c1ccc([N+](=O)[O-])cc1 | u | 3% | -1% | 8
COc1ccc(C(=O)NCC23C=CC(O2)C2C(=O)N(Cc4ccccc4)C(=O)C23)cc1 (stereo not drawn) | -20 | -5% | -23% | 15
O=C(NCCCN1CCOCC1)c1cc2c(s1)CSC2 | -5 | 3% | 6% | 10
COc1ccc2c(CSc3nc4nc(C)cc(C)n4n3)cc(=O)oc2c1 | -11 | -5% | 4% | 11
CC1CCCC(NC(=O)C2CCN(S(=O)(=O)N3CCOCC3)CC2)C1C (stereo not drawn) | 12 | -1% | 0% | -1
Cc1ccc(OCc2nc(C#N)c(NCCCn3ccnc3)o2)cc1 | 19 | -6% | 4% | 2
CC(=O)COc1cc(C)cc2oc(=O)c(C)c(C)c12 | -15 | -2% | 3% | -10
CCCc1nc2c(c(=O)c3ccccc3n2C)c(=O)n1C1CCCCCC1 | u | 1% | x | -8
Cc1nc(NC2=NCN(CCCN3CCOCC3)CN2)nc2c(C)cccc12 | 18 | 4% | 37%[activator] | 20
c1ccc2c(c1)NC1(CCCC1)n1c-2nc2ccccc21 | -15 | -8% | -3% | -7
COc1ccc(CNC(=O)CN(c2ccc(OC)cc2)S(=O)(=O)c2c(C)nn(C)c2C)cc1 | 42 | 0% | x | x
O=S(=O)([N-]c1nc2ccccc2nc1-[n+]1ccccc1)c1ccc(Cl)cc1 | 39 | 0% | -8% | -6
CC(C)Oc1ccc(CNC(=O)CC(c2ccccc2)c2cc(Cl)ccc2O)cc1 (stereo not drawn) | 71 | -11% | -19% | -2
Next part:
SMILES | PNC assembly inh | ALOX12 inhib | ALOX15B inhib | IMPase cell inh
c1ccc(-n2nnc3cnccc32)cc1 | u | -5% | -7% | -6
COc1ccccc1N(CC(=O)NC(C)(C)C)C(=O)C1CSC(=O)C1 (stereo not drawn) | u | 1% | x | -1
CC(NC(=O)OCc1ccccc1)C(=O)N1CC(O)CC1C(=O)O (stereo not drawn) | u | -4% | 4% | 1
COc1ccc(NS(=O)(=O)c2cccc3nonc23)c(OC)c1 | 11 | 2% | x | x
O=C(O)COc1ccc(Br)cc1/C=C1/SC(=O)N(CC(=O)N2CCCC2)C1=O | -16 | -1% | -7% | -10
O=C(CCN1C(=O)c2ccccc2C1=O)Nc1ccc2c(c1)OCCO2 | -89* | 2% | -7% | 6
Cc1ccc2c(c1)N(S(=O)(=O)c1ccc(F)cc1)C(C(C)(C)C)CO2 (stereo not drawn) | -27 | -2% | 7% | 5
O=C1C=C(NCc2ccco2)CCC1 | 16 | 1% | 9% | 11
COCCNC(=O)C(=O)NCCN1CCOCC1 | -16 | 5% | x | 0
COc1cccc(C2CC(c3cccs3)=NN2C(=S)Nc2ccccc2)c1OC (stereo not drawn) | 9 | -14% | -18% | 2
COc1ccc(/C=C2/SC(=O)N(CCNC(=O)C3COc4ccccc4O3)C2=O)cc1 (stereo not drawn) | 50 | 2% | x | 1
CC1(c2ccccc2Cl)NC(=O)N(CC(=O)NC(=O)NCc2ccco2)C1=O (stereo not drawn) | -18 | -1% | 0% | -9
CCc1nnc(NS(=O)(=O)c2ccc(NC(=O)OC)cc2)s1 | 21 | -1% | -29% | -6
COc1ccc(C)cc1NC(=O)c1cc2cc3ccc(C)cc3nc2o1 | 2 | 0% | -9% | -13
O=C(/C=C/C=C/c1ccc2c(c1)OCO2)N1CCCCC1 | x | -3% | -3% | x
O=C(CSc1nnc(CNC(=O)c2cccs2)o1)Nc1cccc(C(F)(F)F)c1 | -1 | 2% | 5% | 4
COc1ccc2c(c1)C(SCC(=O)NCCc1ccc(Cl)cc1)CC(C)(C)O2 (stereo not drawn) | 6 | -9% | x | x
CSc1nnc(-c2cc3c(s2)-c2ccccc2CC3)o1 | u | -5% | -5%[11.4 µM] | -9[1.84 µM]
C=CCn1c(SCC(=O)NC2CCS(=O)(=O)C2)nc2scc(C3CC3)c2c1=O (stereo not drawn) | u | -7% | -12% | 9
COc1ccccc1-n1c(SCC(=O)Nc2ccc(C)cc2)nc(O)cc1=O | 14 | 0.079µM* | -8% | 0&-3
O=C(CN1C(=O)c2ccccc2C1=O)NC1(C(=O)O)CCCC1 | x | 6%[11.4 µM] | -10%[11.4 µM] | x
COc1ccc(C(=O)NCC(=O)NCC(c2ccco2)N(C)C)cc1OC (stereo not drawn) | -11 | 2% | x | -5
O=C(Nc1ccc(N2CCCC2)cc1)c1ccccc1F | 27 | -17% | x | 4
CCOC(=O)c1c(C)sc(Sc2ccc(Cl)cc2[N+](=O)[O-])c1OC | u | 2% | 4% | 9
COc1ccc(-c2cc(=O)oc3cc4occ(C)c4cc23)cc1 | 74 | 4% | -28% | 5

Shown as a hit in PNC assembly inh (from the list above):
SMILES | PNC assembly inh | ALOX12 inhib | ALOX15B inhib | IMPase cell inh
CCn1c(SCC(=O)C(C)(C)C)nnc1-c1cnccn1 | -100* | 1% | x | -1
O=C(CCN1C(=O)c2ccccc2C1=O)Nc1ccc2c(c1)OCCO2 | -89* | 2% | -7% | 6

(more compounds)
SMILES | PNC assembly inh | ALOX12 inhib | ALOX15B inhib | IMPase cell inh
O=C1OC(c2ccco2)=N/C1=C\c1ccc(-c2cccc(C(F)(F)F)c2)o1 | u | -5% | x | x
C=C1C(=O)[C@]23[C@H](O)[C@H]1CC[C@H]2[C@@]12COC3(O)[C@H](O)[C@@H]1C(C)(C)CC[C@@H]2O | x | -12%[0.00818 µM] | 9%[0.0915 µM] | x
Cc1ccccc1/C=N/NC(=O)Cn1cnc([N+](=O)[O-])n1 | -7 | -5% | 7% | -5
Cc1ccc(Cn2nnc(C(=O)Nc3cccc(C)c3C)c2N)cc1 | u | -8% | -1%[2.29 µM] | -2
N#Cc1ccccc1Cn1cc(C#N)c2ccccc21 | u | -13% | x | 10
CC1CCN(C(=O)/C(=C/c2ccccc2Cl)c2ccccc2)CC1 | -28 | -24% | 2% | -7
Nc1nnc(CC(c2ccccc2)c2ccccc2)s1 | u | -2% | 0% | 0
Cc1ccc(Oc2nc(-c3ccccc3)ncc2S(C)(=O)=O)cc1 | 63 | 0% | -8% | -1
O=C(CSc1nnc2scc(-c3ccccc3)n12)NCc1ccco1 | -12 | -2% | x | x
CC1CCN(S(=O)(=O)c2ccc(NC(=O)c3cccs3)cc2)CC1 | -4 | -19% | 4% | 2
COC(=O)[C@H](CC(C)C)NC(=O)Nc1cccc(Br)c1 | -8 | 0% | x | x
COc1ccc2c(c1)N(C(=O)CN1C(=O)C3CCCCC3C1=O)C(C)(C)C=C2C (stereo not drawn) | 4 | -6% | x | 4
O=C(NCCC1=CCCCC1)C1CCCN(S(=O)(=O)c2ccccc2)C1 (stereo not drawn) | 33 | -1% | -3%[2.29 µM] | -6

For reference, part of the list above.
SMILES | PNC assembly inh | ALOX12 inhib | ALOX15B inhib | IMPase cell inh
CC1(C)C=Cc2c(cc3occ(-c4ccc5c(c4)OCO5)c(=O)c3c2O)O1 | x | -1% | -3% | x
Cc1ccc(SCC(=O)OCn2nnc3ccccc3c2=O)cc1C | u | 1% | x | x
S=C(Nc1cccc(Cl)c1)N1CCOCC1 | u | 0% | -3% | -2
OCCN1CCN(CCOc2ccccc2-c2ccccc2)CC1 | -1 | 16% | x | x

This is a subset; count on the stated rates, not on these rows.
